From PubChem
S3 lipid droplet – qHTS Assay for Lipid Storage Modulators in Drosophila S3 Cells. Drosophila S3 cells, BODIPY lipid droplet fluorescence, 18-24 h; cells fed with added oleic acid. AID 2685. lipid storage change, negative = inhibition, % at the top dose, mostly 46.1 µM; hits show Potency in µM. 320,000 tested, 0.64% active; active means well fitted inhibition curve with a large enough effect in the signal ratio, with a control signal flat, not every such curve was filed as active; inconclusive means small, poorly fitted or top-dose-only effect, or effect the other way, or a change in a side signal; the % refers to the signal ratio
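Laser-scanning cytometry quantifies lipid droplet accumulation (500–530 nm total intensity; droplet/cell object ratio) in oleic acid-fed (400 uM added) Drosophila S3 cells treated with a concentration series. 20 uM Triacsin C defined 100% inhibition.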
S3 lipid droplet cell count max – further read-out of S3 lipid droplet, marked with its call; cell number change, %; measured here: cell count max response;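 cells counted by Cell Tracker Red CMTPX staining in the red channel; peak over a dose series mostly up to 46.1 µM; percent activity relative to internal control wells on each plate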
* marks the source's active call; other numbers are inactive results; i = inactive; ? = inconclusive; · = no result given; [ ] = dose if it differs, or a comment. On the % scale 0 is the no-effect control and ±100 the full control effect; potency means the concentration at half of the fitted maximal effect. This is a subset, so the mix of outcomes need not match the whole.

SMILES	S3 lipid droplet	S3 lipid droplet cell count max
CC(C)=Cc1oc2ccc([N+](=O)[O-])cc2c1N1CCOCC1	7.1%	9.4
C[C@H]1CCC2[C@](C)(CO)[C@@H](O)CC[C@]2(C)[C@@]12CCC(CO)(CCO)O2 (stereo partly drawn)	-6.3%	3.7
CCN(CCCNC(=O)CNC(=O)c1nn(-c2ccc(OC)cc2)c(=O)c2ccccc12)c1cccc(C)c1	?	·
CC(C)N1CC(O)=C(c2nc3ccccc3[nH]2)C1=N	?	·
Cc1c(CC(Cl)(Cl)Cl)c2c(n1O)CC(C)(C)CC2=O	?	·
CCC(c1nnnn1C1CCCC1)N1CCN(c2cccc(OC)c2)CC1 (stereo not drawn)	6.7%	-3.9
CCN(CC)CCCN1C(=O)c2oc3ccccc3c(=O)c2C1c1cccs1 (stereo not drawn)	14.1%	14.9
Cc1ccccc1CN(C)CC(=O)NC(C)CCc1ccccc1 (stereo not drawn)	?	·
COCCCNC(=S)NCCCNc1nc2cc(C)cc(C)c2cc1C#N	6.3%	21.0
CN(C)c1cccc(O)c1	?	·
Cc1ccc2c(c1)c1c3n2CC(=C2C(=O)OC(C)(C)OC2=O)NC3CCC1 (stereo not drawn)	?	·
O=C(COC(=O)Cc1cccs1)Nc1ccccc1F	i	4.4
O=C(Nc1cc(Cl)cc(Cl)c1)C1CC(=O)N(C2CCCC2)C1 (stereo not drawn)	i	·
COc1ccc2c(c1)CCc1sc(NC(=O)c3ccco3)nc1-2	?	·
Cc1nc(/C=C/c2ccccc2)cc(/C=C/c2ccccc2)n1	?	·
CCOc1ccc(CCNC(=O)COC(=O)C2CC2)cc1OCC	-11.7%[0.0737 µM]	-14.5
O=S(=O)(NCc1cn2ccsc2n1)c1cccs1	-22.4%	-21.8
O=C(CN1CCCCCC1)OCCN=C1NS(=O)(=O)c2ccccc21	?	·
COc1ccc(OC)c2c1C(=O)C(Cl)=C(Cl)C2=O	?	·
CCOc1ccc(N2CSC3=C(C#N)C(c4ccco4)CC(=O)N3C2)cc1 (stereo not drawn)	i	·
CCCn1c(COc2ccccc2OC)nc2ccccc21	?	·
O=C(O)c1nn(-c2cccc(Cl)c2)c(=O)cc1O	?	·
O=C(NCCc1nnc2ccc(NCc3ccc(F)cc3)nn12)c1ccccc1	0.3%	0.5
CN1CCc2c(sc(NC(=O)CS(=O)(=O)c3ccc(F)cc3)c2C(N)=O)C1	?	·
COc1ccc(C(=O)Nc2cc3c4c(c2)C(C)C(=O)N4CCC3)cc1 (stereo not drawn)	?	·
COC(=O)c1sccc1NC(=O)C1CC=CCC1C(=O)O (stereo not drawn)	23.7%	-1.0
CC[n+]1c(/C=C/N(C)c2ccccc2)oc2ccc(Cl)cc21	?	·
CCCn1c(=N)n(CC(=O)OCC)c2ccccc21	10.3%	13.2
Cc1ccc(NC(=O)/C=C/c2ccc([N+](=O)[O-])s2)c(C)c1	?	·
O=C(Cn1c(=O)oc2cc(S(=O)(=O)N3CCCC3)ccc21)Nc1cccc(C(F)(F)F)c1	15.6%	8.4
COc1cc(CNC(C)C)c(Br)cc1OC1CCCC1	?	·
OC(Cc1ccncc1)(c1ccccc1)c1ccccc1	?	·
Cc1nc2ccccc2n1CC(=O)N/N=C/c1cccnc1	?	·
C=C(C)Cn1c(C)cc(C)c(S(=O)(=O)c2ccc(C)cc2)c1=O	?	·
CC(C)N1CCC(N2CCN(Cc3cc4c(cc3Cl)OCO4)CC2CCO)CC1 (stereo not drawn)	-0.8%	17.0
CC(=O)N1CCN(c2ccc(NC(=O)c3ccc([N+](=O)[O-])o3)cc2Cl)CC1	?	·
O=C(COc1ccc(Cl)cc1Cl)Nc1ccccc1NS(=O)(=O)c1cccs1	?	·
CCOC(=O)c1c(-c2cccc([N+](=O)[O-])c2)csc1NC(=O)C1CCCCC1	?	·
O=S(=O)(c1cccc(C(F)(F)F)c1)N(CCCN1CCOCC1)Cc1cccs1	?	·
O=C(Oc1cccc(-c2cnc3ccccc3n2)c1)c1ccco1	?	·
CCC(CC)C1C(C#N)=C(N)SC(N)=C1C#N	-5.3%	-3.9
O=C(CCc1ccc(S(=O)(=O)N2CCOCC2)cc1)NN=C1CCCCCCC1	-10.9%	18.1
COc1ccc(OC)c(CN2CCN(C(=O)c3ccc(NS(=O)(=O)c4cccc([N+](=O)[O-])c4)cc3)CC2)c1	?	·
CC(NC(=O)C1CCCC1)c1ccc2c(c1)OCCO2 (stereo not drawn)	?	·
Cc1nc(NC(=O)c2ccccc2)sc1-c1csc(Nc2ccc(Cl)cc2Cl)n1	11.6%	-46.1
CCc1ccc2c(c1)C1(NN=C(c3cccc4ccccc34)S1)C(=O)N2 (stereo not drawn)	?	·
Cc1nn(CC(=O)Nc2ccc(S(=O)(=O)N(C)C)cc2)c(C)c1[N+](=O)[O-]	11.6%	9.1
Cc1ccc(C)c(S(=O)(=O)NC(C)C(=O)NCc2ccccn2)c1 (stereo not drawn)	?	·
CCN1CCCC1CNC(=O)c1cc2cc(F)ccc2[nH]1 (stereo not drawn)	4.0%	-6.0
Cc1ccc(CSCCNC(=O)CN(c2ccc(F)cc2)S(C)(=O)=O)cc1	?	·
Cc1ncc(CO)c(/C=N/NC(=O)c2cc3c(s2)CCCC3)c1O	?	·
O=C(CN(Cc1cccs1)S(=O)(=O)c1ccc(S(=O)(=O)N2CCCCC2)cc1)Nc1ccccc1	1.8%	0.1
COc1ccc(/C=N/NC(=O)c2cnccn2)c(OC)c1OC	3.7%	9.2
COCc1[nH]nc2c1C(c1ccccc1F)C(C#N)=C(N)O2 (stereo not drawn)	15.9%	8.7
O=C(NN=C1CCCCCCCCCCC1)c1ccccc1F	?	·
CC(C)CNc1ncnc2c1cnn2Cc1ccccc1Cl	-20.3%	·
Cc1sc2c(c1C)CN(C(C)(C)C)CN2C(=O)c1ccccc1	?	·
Cc1cc(C)nc(NS(=O)(=O)c2ccc(N3C(=O)C4CC=C(Cl)CC4C3=O)cc2)n1 (stereo not drawn)	?	·
Cc1nc(N)c(Cc2ccccc2F)c(N)n1	?	·
CC(C)[C@H](NS(=O)(=O)c1ccccc1)C(=O)OCC(=O)Nc1ccccc1Sc1ccccc1	?	·

(cont.)
SMILES	S3 lipid droplet	S3 lipid droplet cell count max
CN1CCc2c(sc3c2c(NCc2ccco2)nc2nnnn23)C1	?	·
CCOC(=O)c1cnc(-c2ccccc2)nc1N	?	·
CCc1ccc(C2CC(c3ccc(Cl)cc3)n3nc(N)nc3N2)cc1 (stereo not drawn)	7.6%	5.3
N[C@@H](Cc1ccccc1)c1nnc2sc(SCc3ccccc3)nn12	i	·
CC(=O)N/C(=C\c1ccccc1)C(=O)OCc1cccc(S(=O)(=O)N(C)C)c1	-5.1%	2.1
CCOc1ccc(OCCC(=O)OCC(=O)Nc2ccc(Cl)cn2)cc1	?	·
Cc1ccsc1C1C(C#N)=C(N)OC2=C1C(=O)CC(C)C2 (stereo not drawn)	2.7%	2.1
Cc1c(C)c2ccc(OCC(=O)N(C)C3CCS(=O)(=O)C3)c(C)c2oc1=O (stereo not drawn)	i	-0.5
O=C1CN(C(=O)CSc2nc3cc(Cl)ccc3c(=O)n2Cc2ccccc2)c2ccccc2N1	2.5%	-8.5
O=C(CSc1ccccn1)N1CCc2ccccc21	13.1%	·
Cn1c2ccccc2c2cc(/C=N/NC(=O)c3ccc(N)cc3)ccc21	i	-18.5
C=CCn1c(=O)c2ccccc2n2c(Sc3nnnn3-c3ccccc3)nnc12	12.3%	·
NC(=S)N/N=C/c1ccc2cccc(OCc3ccccc3)c2n1	?	·
CC(C)COC(=O)Nc1nnc(Cc2ccccc2)s1	?	·
COc1ccccc1NC(=S)N(Cc1cccnc1)Cc1ccccc1Cl	6.4%	·
Cn1c(-c2ccc(F)cc2)cnc1NCc1ccc(C#N)cc1	9.8%	-2.1
CCOc1ccccc1N1CCN(C(=O)CN2C(=O)NC3(CCCC3)C2=O)CC1	?	·
COc1ccccc1N1CCN(C/C=C/c2ccc(N(C)C)cc2)CC1	9.9%	-19.9
COc1ccccc1NS(=O)(=O)c1ccc(OC)c(OC)c1	?	·
Cc1ccc(C)c(NC(=O)Cn2nc([N+](=O)[O-])c(Br)c2C)c1	?	·
CCCn1c(SCC(=O)Nc2ccc(C)c(S(=O)(=O)N3CCOCC3)c2)n[nH]c1=O	-1.6%	-7.0
Cc1cc(Nc2ccc(F)cc2C)n2nc(C)nc2n1	?	·
CCN(C(=O)C(=O)c1c[nH]c2ccccc12)c1ccccc1	?	·
COC(=O)c1ccc2[nH]c(C)cc(=O)c2c1	?	·
Cc1ccc(O)c(NC(=O)c2ccc3c(c2)C(=O)N(CC(C)C)C3=O)c1	?	·
Cc1cc(NC(=O)Nc2cc(F)ccc2F)no1	?	·
COc1ccc(N2CCN(C(=O)COC(=O)/C=C/c3ccc(OC(F)F)cc3)CC2)cc1	12.6%	·
COc1ccc2c(Cl)c(C(=O)NC3CCS(=O)(=O)C3)sc2c1 (stereo not drawn)	15.3%	-11.2
Cc1ccc(CNC(=O)Cn2cccc2C(=O)c2ccccc2C)cc1	1.7%	21.6
C/C=C/C=C/C(=O)N1CC2(CC(c3cccc(NC(=O)CCCCC)c3)=NO2)C[C@H]1C(N)=O (stereo partly drawn)	7.2%	12.4
COc1ccc(C(C(=O)NC2CCCCC2)N(C(=O)CCCC(=O)Nc2ccccn2)c2ccc3c(c2)OCCO3)cc1 (stereo not drawn)	?	·
Oc1ccc(Br)cc1-c1cc(-c2ccccc2Cl)[nH]n1	-22.2%	-23.2
CCOC(=O)c1c(-c2ccccc2)csc1NC(=O)CSc1nc(C)cc(C)n1	?	·
CC(C)CCNC(=O)C1CCC(=O)N1CCc1ccccc1 (stereo not drawn)	1.5%	19.8
O=C(/C(=C(\O)c1ccccc1)c1ncc[nH]1)c1ccccc1	6.7%	5.4
COCCOC(=O)C1=C(C)NC(=O)NC1c1ccc(Cl)cc1 (stereo not drawn)	?	·
O=C(NCCN1CCOCC1)C1CCN(c2nc3ccccc3o2)CC1	?	·
O=C(O)C1CCN(S(=O)(=O)N2CCOCC2)CC1	?	·
COc1ccc(C(C(=O)NC2CCCCC2)N(Cc2cccs2)C(=O)Cc2c[nH]c3ccccc23)cc1OC (stereo not drawn)	?	·
O=S(=O)(c1ccc(Cl)cc1)N1CCN(CCc2ccccc2)CC1	i	21.4
CC(C)CN(C(=O)COC(=O)c1cnc(Cl)c(Cl)c1)c1c(N)n(Cc2ccccc2)c(=O)[nH]c1=O	?	·
O=C1c2cccc3cccc(c23)C(=O)N1CCN1CCN(CC(O)COc2ccc3ccccc3c2)CC1 (stereo not drawn)	0.9%	-1.0
Cc1ccc(N2CC(C(=O)N3CCC(C(=O)NC(C)(C)C)CC3)CC2=O)cc1 (stereo not drawn)	?	·
COc1cccc(NC(=O)CNC(C)CCC(C)C)c1 (stereo not drawn)	?	·
CC(C)c1cc(=O)n2[nH]c(SCc3ccc(Cl)cc3)nc2n1	i	·
Cc1ccc(O)c(C(=O)c2cnc3c(c2)COc2ccc(C)cc2-3)c1	0.7%	0.1
O=C(CCCOc1ccccc1)Nc1cc(S(=O)(=O)N2CCOCC2)ccc1N1CCOCC1	?	·
COC(=O)c1ccccc1NC(=O)c1ccc(-c2ccccc2F)o1	?	·
CCN(C(=O)COC(=O)c1cccnc1SC)C1CCCCC1	?	·
Cc1cc(C)cc(OCC(=O)N(Cc2cccs2)C2CCS(=O)(=O)C2)c1 (stereo not drawn)	i	-1.0
O/N=C/c1ccc(-c2cc(Cl)ccc2Cl)o1	?	·
COc1cc2c(cc1/C=C1/NC(=O)N(CC(=O)Nc3ccccc3)C1=O)OCO2	-2.7%	2.7
CC(Sc1nnc(-c2cccnc2)n1N)C(=O)Nc1ccc2c(c1)OCCO2 (stereo not drawn)	?	·
O=C(NCCc1ccccc1)C1CCC(=O)N1C1CCCC1 (stereo not drawn)	i	·
Cc1cccc(C)c1NC(=O)C1=C(O)c2sccc2N(C)S1(=O)=O	?	·

Complete entries from above. Order of values: S3 lipid droplet | S3 lipid droplet cell count max
Cc1nc(NC(=O)c2ccccc2)sc1-c1csc(Nc2ccc(Cl)cc2Cl)n1 is entered as 11.6% | -46.1
COCCCNC(=S)NCCCNc1nc2cc(C)cc(C)c2cc1C#N is entered as 6.3% | 21.0

In the list so far, these have fluorine:
SMILES	S3 lipid droplet	S3 lipid droplet cell count max
O=C(COC(=O)Cc1cccs1)Nc1ccccc1F	i	4.4
O=C(NCCc1nnc2ccc(NCc3ccc(F)cc3)nn12)c1ccccc1	0.3%	0.5
CN1CCc2c(sc(NC(=O)CS(=O)(=O)c3ccc(F)cc3)c2C(N)=O)C1	?	·
O=C(Cn1c(=O)oc2cc(S(=O)(=O)N3CCCC3)ccc21)Nc1cccc(C(F)(F)F)c1	15.6%	8.4
O=S(=O)(c1cccc(C(F)(F)F)c1)N(CCCN1CCOCC1)Cc1cccs1	?	·
CCN1CCCC1CNC(=O)c1cc2cc(F)ccc2[nH]1 (stereo not drawn)	4.0%	-6.0
Cc1ccc(CSCCNC(=O)CN(c2ccc(F)cc2)S(C)(=O)=O)cc1	?	·
COCc1[nH]nc2c1C(c1ccccc1F)C(C#N)=C(N)O2 (stereo not drawn)	15.9%	8.7
O=C(NN=C1CCCCCCCCCCC1)c1ccccc1F	?	·
Cc1nc(N)c(Cc2ccccc2F)c(N)n1	?	·
Cn1c(-c2ccc(F)cc2)cnc1NCc1ccc(C#N)cc1	9.8%	-2.1
Cc1cc(Nc2ccc(F)cc2C)n2nc(C)nc2n1	?	·
Cc1cc(NC(=O)Nc2cc(F)ccc2F)no1	?	·
COc1ccc(N2CCN(C(=O)COC(=O)/C=C/c3ccc(OC(F)F)cc3)CC2)cc1	12.6%	·
COC(=O)c1ccccc1NC(=O)c1ccc(-c2ccccc2F)o1	?	·
